# Autophagy mod: modulators of autophagy; calls only at 10 µM (by protocol); 0.98% of 190,000 active; MEF GFP-LC3 puncta imaging; test concentration mostly 10 µM;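 active = percentage of spot-positive cells more than 3 SD above its plate mean, without a fluorescence outlier flag or 80% toxicity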;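 note: spot-positive cell cutoff set from DMSO-treated cells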
# M1AAP inhibition: P. falciparum M1AAP inhibitors, biochemical, fluorogenic H-Leu-NHMec substrate, 1536-well (AID 1445); 0.42% of 220,000 active; recombinant M1AAP, H-Leu-NHMec fluorogenic kinetic assay; higher % means a stronger effect; inhibition, % at 30 µM, or IC50 in µM where a hit was titrated;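 active = primary inhibition above the hit cutoff, then over 50% inhibition at one or more dose response concentrations, cut at about 23% in these data, passing the limit was not always enough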;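 note: plate controls were DMSO full reaction for no effect and no enzyme background for full effect; strong numbers were not always called active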
# b-catenin transl: modulators of beta-catenin nuclear translocation; HeLa beta-catenin nuclear translocation, immunofluorescence imaging; nuclear translocation activity, % at 5 µM; 0.3% of 190,000 active;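 active = nuclear translocation activity above 50% at 5 µM, with a well cell count of 50 or more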;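 note: per-cell ratio of nuclear to cytoplasmic median beta-catenin stain intensity; plate controls were DMSO negative control for no effect and GSK-3 inhibitor IX positive control for full effect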
#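 Test system: human HeLa cells, native beta-catenin. Compound dosing: 5 µM primary single dose, 0.1% DMSO, 0.02–20 µM confirmation series. Incubation: compound exposure 24 h at 37°C. Detection: beta-catenin immunostaining with DAPI counterstain, 20x imaging, 6 fields/well. Read-out basis: Nuclear/cytoplasmic beta-catenin signal ratio, % activation.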
# P. falciparum M17LAP: P. falciparum M17LAP inhibitors, primary screen, biochemical, fluorogenic H-Leu-NHMec substrate, 1536-well (AID 1619) | inhibition, % at 30 µM; hits with a dose series show IC50 in µM | recombinant M17LAP, H-Leu-NHMec fluorogenic kinetic assay; higher % means a stronger effect | 0.38% of 220,000 active;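 active = compound inhibiting the enzyme by more than half at any dose during confirmatory dose-response retesting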;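 note: plate controls were full reaction with DMSO carrier for no effect and no enzyme background for full effect; strong numbers were not always called active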
# UTI89 phage lysis: inhibition of K1F phage lysis, E. coli UTI89, bacterial capsule biogenesis inhibitors, alamar blue (AID 488966). E. coli UTI89 K1F phage lysis, alamar blue, 2 h; higher % means a stronger effect. inhibition, % at 100 µM, or IC50 in µM where a hit was titrated. 0.02% of 340,000 active;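 active = phage lysis inhibition, versus mean bacterial control, above a set limit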;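 note: capsule biogenesis inhibitors block K1F phage lysis so surviving cells raise fluorescence; higher fluorescence means more inhibition of phage lysis; actives were called in the ten point dose series up to 300 µM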
# MT stabilizer: microtubule stabilizers in HeLa cells | 0.83% of 200,000 active | HeLa tubulin immunostaining HCS, 24 h; share of cells brighter than vehicle mean+2SD | % tubulin-high responders, % at 10 µM;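 active = plate Z-score above 3 for both tubulin-high and condensed-nucleus cell shares, with cell loss under 80%, at 10 µM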;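 note: anti alpha tubulin signal scored within the nucleus-defined area of each cell; some results filed as inactive read as strong as hits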
# Insulin prom up: MIN6 insulin promoter up-regulation; MIN6 insulin promoter-GFP reporter, high-content imaging; hits give high values; z-score at 5 µM; 0.3% of 190,000 active;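 active = z-score above 3 at 5 µM with at least 500 cells counted in the well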
# Dynein transport: dynein cargo transport inhibition. 3617.4 mouse cells, GR-EGFP nuclear translocation imaging; test concentration mostly 20 µM; stimulated with dexamethasone, 1 µM; hits give low values. z-score, hits read low. 0.47% of 220,000 active. AID 1381;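 active = plate z-score of nuclear minus cytoplasmic receptor signal below a set negative limit, without overly bright fluorescence or cell loss, cut at about -3.5 in these data, passing the limit was not always enough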;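 note: z-score of nuclear minus cytoplasmic ring GR-EGFP intensity difference per well; some compounds called inactive have numbers as strong as hits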
#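 Buffer or medium: tet-free, stripped-serum medium; reagent: dexamethasone at 1.0 µM final, 30 min; incubation: 48 h induction, 1 h compound, 30 min dex at 37 °C; measured by: formaldehyde fixation, Hoechst nuclear stain, 10x automated fluorescence imaging; read-out: nuclear-to-cytoplasmic GR-EGFP distribution per well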
# CSM14.1 death rescue: rescue of cells from ER stress-induced death, primary screen, 384-well, CSM14.1, thapsigargin, ATP luminescence (AID 1222) | one-dose cellular ATP content (survival), % at 20 µM; EC50 in µM for titrated hits | 190,000 tested, under 10 active | CSM14.1 thapsigargin-induced death rescue, ATP luminescence; higher % means a stronger effect;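 active = EC50 below 50 µM in the dose-response confirmation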;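 note: death triggered by thapsigargin at about 15 µM added after 2 h compound pretreatment; cell ATP read after overnight thapsigargin exposure of roughly 18 to 22 hours; normalized against plate controls of thapsigargin alone and 5% DMSO vehicle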
# Dynein transport cytoplasmic EGFP: recorded beside Dynein transport, whose call it bears; z-score; measured here: cytoplasmic GR-EGFP intensity; hits give high values
# Dynein transport nuclear GR-EGFP: second read-out of Dynein transport, no call of its own (marks repeat the call); z-score; measured here: nuclear GR-EGFP intensity;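 lower value marks the stronger effect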
# Dynein transport cell count: also measured in Dynein transport; calls as there; z-score; measured here: cell count per field
# Insulin prom up cell count: recorded beside Insulin prom up, whose call it bears; cell count; measured here: cytotoxicity, nuclei count;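 total cells summed across four imaged fields per well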
# b-catenin transl cell count 5 µM: also measured in b-catenin transl; calls as there; cell count; measured here: cell count, cytotoxicity flag
# MT stabilizer Hoechst-high %: further read-out of MT stabilizer, marked with its call; % Hoechst-high responders; measured here: nuclear condensation Hoechst responders;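 share of cells brighter than vehicle mean plus two SD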
# MT stabilizer cytotoxicity %: also measured in MT stabilizer; calls as there; toxicity, %; measured here: cytotoxicity by cell density;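 0% = mean cell density of plate MIN control wells and 100% = no cells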
# Autophagy mod cell loss 18 h: also measured in Autophagy mod; calls as there; toxicity, %; measured here: cell loss, nuclei count;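 cell loss after 18 h compound exposure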
# * = called active by the depositor; i = inactive; . = not tested or not shown; [ ] = dose if it differs, or a comment. Outcome played no part in choosing rows. Share with any hit: about 2.9%.
Molecule	Insulin prom up cell count	Insulin prom up	UTI89 phage lysis	M1AAP inhibition	Dynein transport	Dynein transport cytoplasmic EGFP	Dynein transport cell count	MT stabilizer Hoechst-high %	MT stabilizer cytotoxicity %	b-catenin transl cell count 5 µM	Autophagy mod cell loss 18 h	MT stabilizer	P. falciparum M17LAP	CSM14.1 death rescue	Dynein transport nuclear GR-EGFP	Autophagy mod	b-catenin transl
CN1C(=O)C(O)(C2COC(C)(C)CC2=O)c2ccccc21 (stereo unspecified)	899	-0.71	1.3%	4%	0.47	-0.36	-0.025	1.9	4.0	1081	27	3.4	-4%	-1.8%	0.39	i	0.2
N#C/C(=C\c1ccc(Cl)cc1)c1nc2ccccc2o1	1526	0.21	1.1%[50 µM]	16%	1.1	-0.025	-0.76	2.7	9.4	1102	-5	2.8	8%	-1.8%	0.71	i	0.1
CCC(=O)Nc1ccc2c(c1)ncn2-c1ccc(OC)cc1	.	.	0.0%	-3%	-0.39	-0.28	0.87	1.8	1.8	.	2	3.1	6%	-2.5%	-0.25	i	.
CCCCC1OC23CCCCC2C(C#N)(C(=N)O3)C1(C#N)C#N (stereo unspecified)	1241	-0.53	0.0%	17%	-0.95	-0.21	0.74	2.1	1.7	924	0	4.2	-53%	-0.3%	-0.66	i	-3.7
Cc1cc(C)c2[nH]c(O)c(N=NC(=O)c3cc4c(s3)CCCC4)c2c1	1160	-0.1	.	5%	0.81	-0.17	-1.8	2.8	1.1	453	-5	4.2	6%	-3.0%	0.88	i	2.3
Nc1c2c(nc3sc4c(c13)CCCC4)-c1ccccc1CC2	1043	-0.23	-0.9%	3%	-1.2	-0.23	0.61	.	.	1321	.	.	3%	.	-0.64	.	0.6
O=c1c2ccccc2nnn1CSc1nnc2ccccn12	844	-0.9	0.8%	-1%	-0.56	-0.35	0.37	1.9	7.3	1160	8	4.4	5%	1.2%	-0.33	i	1.2
Cc1nc2c3ccccc3nc(NNC(=O)CCC(=O)NC3CCCC3)n2n1	.	.	0.0%	5%	1.8	-0.31	0.23	1.5	5.4	1148	-1	1.2	6%	-0.9%	0.72	i	1.3
CCOc1cc(CNC2CCCC2)ccc1OCc1ccccc1Cl	1315	-0.7	0.2%	3%	-0.077	-0.26	0.017	2.1	10	1061	-5	2.0	4%	-3.5%	0.59	i	-3.4
CCOC(=O)N1CCC(=NNC(=O)COc2ccc(OC)cc2)CC1	1555	0.22	4.1%	-1%	-0.0071	-0.13	-0.7	1.5	5.8	1064	6	4.4	-1%	-3.6%	-0.13	i	-0.7
CCCN=Cc1sc2ccc(OCC)cc2c1O	1098	0.01	0.2%	15%	-0.12	-0.3	0.018	3.9	0.9	901	-9	4.3	-11%	-0.7%	-0.28	i	-2.9
COc1c(C)cccc1C(=O)NC(=S)Nc1cccc2nsnc12	1479	0.44	0.0%	0%	-0.83	-0.38	0.86	2.4	9.1	1512	-6	1.8	8%	-0.5%	-0.38	i	0.5
CCOC(=O)N1CCN(C(=O)CSCc2ccccc2)CC1	1373	0.11	3.7%	10%	0.36	-0.14	0.14	1.6	4.2	907	6	2.3	8%	0.1%	0.33	i	-2.4
CC(C)(C)OC(=O)N1CCC[C@H]1C(=O)N/N=C/c1cccc2cccnc12	1503	0.63	0.1%	2%	-0.25	-0.25	0.15	.	.	1110	.	.	6%	.	-0.13	.	-2.9
COn1c(=O)c(=O)n(O)c2ccccc21	1399	-0.31	-0.1%	0%	1.4	-0.34	-0.32	2.6	7.0	1378	14	3.1	-1%	-1.5%	0.75	i	3.9
CCOCc1cnc(C)nc1NCC(=O)c1c(C)[nH]c2ccccc12	1437	1.4	6.3%	16%	-0.75	-0.22	1.5	2.1	0.8	1349	-7	3.3	-5%	0.4%	-0.19	i	-1.4
CCOC(=O)c1ccc(NC(=O)CSc2nnc(COc3ccccc3OC)n2CC)cc1	1099	-0.5	5.4%	2%	0.17	0.11	0.35	2.9	7.5	862	-4	2.6	5%	4.0%	0.16	i	-1.6
Cc1ccccc1NC(=O)c1cn2c(nc3ccccc32)c(C#N)c1C	1341	-0.89	2.4%[50 µM]	4%	0.72	-0.047	-2.1	.	.	1302	.	.	0%	.	1.3	.	-1.0
Cc1ccc(S(=O)(=O)NC2=NCN(CCOC(=O)c3ccccc3)CN2)cc1	943	0.88	0.2%	0%	-0.25	-0.32	0.53	1.3	4.8	1150	0	1.8	0%	6.3%	-0.0069	i	-2.5
CCCCN(C(=O)/C=C/c1ccco1)c1c(N)n(CCC)c(=O)[nH]c1=O	1282	-0.96	0.3%	7%	-0.43	-0.27	0.47	2.3	12	1088	13	7.2	0%	.	0.061	i	-2.6
O=C(O)c1ccc(Cl)c(S(=O)(=O)NC(Cc2ccccc2)C(=O)O)c1 (stereo unspecified)	1533	0.07	0.0%	-1%	0.16	-0.33	1	1.2	9.3	980	-1	5.4	-3%	-1.5%	-0.23	i	-4.3
Cc1cc(C(F)F)n2nc(C(=O)Nc3ccccc3Br)nc2n1	1550	-0.32	0.9%	4%	-2.3	3.1	0.066	2.6	39	1033	-1	1.8	10%	-1.7%	-0.37	i	-0.7
c1coc(CNc2ncnc3sc4c(c23)CCCCC4)c1	1236	-0.32	0.5%	10%	-0.61	-0.2	0.53	1.4	7.9	1145	0	0.7	-1%	-1.2%	-0.42	i	-1.6
COc1ccccc1/C=N/NC(=O)CC(=O)NCc1ccccc1	1268	0.08	1.6%	-1%	2.7	-0.13	-1.7	1.6	4.0	1108	41	3.9	7%	-5.7%	1.9	i	1.0
CCOC(=O)CCS(=O)(=O)c1ccc(-c2ccc(S(=O)(=O)CCC(=O)OCC)cc2)cc1	1499	-0.39	0.1%	-3%	-0.22	0.24	1.2	2.3	5.5	1424	-26	3.3	-19%	-1.2%	0.67	i	1.4
Cc1ccc(Cl)cc1N1CCN(C(=O)Cc2cn(C)c3ccccc23)CC1	911	0.33	-0.2%	13%	-0.051	-0.33	-0.16	4.8	18	.	3	10	-1%	-0.7%	-0.2	i	.
COc1cc(Cl)ccc1S(=O)(=O)n1nc(C)cc1C	1107	1.6	0.1%	-6%	0.28	-0.11	0.52	6.2	8.5	1169	-2	3.9	-4%	-3.8%	0.18	i	-0.7
CCN(C(C)=O)c1cccc2ccccc12	808	-1.3	0.7%	1%	-0.69	-0.29	0.57	1.2	6.3	1250	0	1.2	9%	-0.2%	-0.23	i	-4.7
CCOc1ccc(C(C)(C)C)cc1S(=O)(=O)N1CC(C)OC(C)C1 (stereo unspecified)	1228	-0.68	-0.2%	4%	0.082	-0.29	1.8	1.9	5.1	1156	-1	3.8	-2%	2.3%	-0.74	i	4.6
COc1cc(CC(=O)Nc2ccc(S(=O)(=O)NC3=NCCCCC3)cc2)cc(OC)c1OC	1178	0.17	0.2%	6%	0.38	-0.34	0.52	2.6	5.0	1077	1	4.2	-3%	-1.7%	0.46	i	0.2
Oc1[nH]c2ccccc2c1C=Nc1ccccc1	1422	-0.51	0.2%	0%	0.91	-0.21	-0.34	.	.	1333	.	.	1%	.	0.32	.	-0.7
N#CCCN(C1CCCCC1)S(=O)(=O)CCOc1ccccc1	1042	-0.22	-0.4%	-2%	0.038	-0.2	-0.094	1.1	13	1189	-3	2.5	3%	0.3%	0.52	i	-2.0
Cc1ccc(Nc2nc(-c3sc(NC(=O)c4ccccc4)nc3C)cs2)cc1	1667	-1.8	4.3%	16%	-0.95	-0.36	0.8	2.4	6.2	1400	-4	1.0	10%	-1.0%	-0.41	i	0.7
CCOC(=O)C1=NN(c2ccc(Cl)cc2)C(c2ccccc2)CC1=O (stereo unspecified)	.	.	0.1%	6%	0.8	-0.3	-1	0.2	33	1156	-2	1.5	-22%	-1.6%	0.82	i	-1.9
CCOc1ccc2ncc(S(=O)(=O)c3ccccc3)c(N3CCC4(CC3)OCCO4)c2c1	1228	0.89	.	0%	0.02	-0.051	-0.94	2.4	8.4	.	-8	2.5	-8%	-1.7%	0.75	i	.
CC(C)NC(=O)C(=O)NCCc1ccc(Cl)cc1	.	.	0.1%[50 µM]	10%	0.5	-0.25	0.051	2.2	9.0	1224	-10	1.0	16%	-1.1%	0.29	i	-18
CCS(=O)(=O)N1CCN(C(=O)c2cccnc2)CC1	1303	0.52	0.0%	-1%	0.94	-0.48	-1	1.7	5.6	1209	-2	1.7	-4%	4.1%	0.88	i	-0.5
COCCNC(=O)C(NC(=O)C1CCCCC1)C(C)C (stereo unspecified)	1245	-0.07	-0.1%	2%	-1.3	-0.27	0.91	2.5	6.4	.	-8	3.7	13%	-0.8%	-0.53	i	.

# Source: PubChem BioAssay (several laboratories)
